Bioassay records (PubChem)
Cneo AK release = Cryptococcus neoformans lysis via adenylate kinase release; C. neoformans lysis, adenylate kinase release luminescence, 4 h; normalised: neutral wells 0, clomiphene wells 100; hit rate 0.2% among 360,000; AID 651654; lysis activity, % at 15 µM;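 active means mean lysis activity across replicates of at least 80%, whatever share of replicates individually reach that level; inactive means mean lysis activity below 80%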
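read-out = cell lysis signal | test system = log-phase Cryptococcus neoformans yeast cells | input = cells at 5 × 10^6 per mL | medium = fresh YPD growth medium | signal = luminescent adenylate kinase detection reagent | timing = 4 h at 37 °C static, read 1 h later | dosing = single dose | controls = Clomiphene as positive lysis control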
ARNT TACC3 PPI = disruptors of human ARNT/TACC3 interaction; Q9Y6A5; AlphaScreen His-ARNT PAS-B/GST-TACC3 binding, luminescence; TACC3 fragment carries E629A point mutation; inhibition, % at 9.99 µM; hit rate 0.66% among 390,000; AID 623870;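 active means mean inhibition of replicates at least 50% and at least half of replicates each reaching 50%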;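 further: 0% = complete ARNT plus TACC3 wells and 100% = ARNT alone without TACC3; many hits fall short of the cut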
esBAF inh = blocks esBAF chromatin remodeling in mouse ES cells; Bmi1-luciferase knock-in reporter, 24 h; 100% = twice the neutral-well signal; reporter increase, % at 12.5 µM; hit rate 2% among 350,000; in the data active means activation above about 40%;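 further: 0% = median of the plate's neutral control wells and 100% = double that signal; a rise in the Bmi1 reporter signal indicates esBAF inhibition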
ERp5 block = blocks human ERp5 reductase activity on insulin. inhibition, % at 9.99 µM. ERp5 insulin aggregation, absorbance 650 nm, 90 min. Q15084. AID 651711. hit rate 0.05% among 350,000;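 active means mean replicate inhibition above about 25%, with every replicate also reaching it, limit read from the data, passing the limit was not always enough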
Target sequence (Q15084 whole entry, looked up): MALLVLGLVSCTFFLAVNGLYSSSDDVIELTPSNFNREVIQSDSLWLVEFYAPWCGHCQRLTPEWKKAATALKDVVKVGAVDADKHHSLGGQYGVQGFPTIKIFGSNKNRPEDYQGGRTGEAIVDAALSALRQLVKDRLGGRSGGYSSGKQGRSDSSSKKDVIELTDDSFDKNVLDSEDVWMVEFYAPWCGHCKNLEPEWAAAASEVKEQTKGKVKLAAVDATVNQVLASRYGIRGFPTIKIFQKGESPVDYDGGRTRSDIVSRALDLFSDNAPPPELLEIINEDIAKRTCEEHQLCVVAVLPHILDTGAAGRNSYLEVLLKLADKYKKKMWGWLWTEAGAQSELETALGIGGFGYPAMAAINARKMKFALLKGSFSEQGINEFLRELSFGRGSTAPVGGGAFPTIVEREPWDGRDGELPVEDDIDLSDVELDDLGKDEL
Statin myotox sup = suppression of simvastatin myotoxicity; C2C12 myotubes + simvastatin, ATP luminescence, 48 h; scaled: DMSO 0, geranylgeraniol control 100; rescue of ATP level, % at 7.49 µM; hit rate 0.78% among 330,000;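 active means mean ATP rescue above about 67%, or every replicate alone reaching that limit, limit read from the data, passing the limit was not always enough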;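 further: myotubes were challenged with 10 µM simvastatin during compound exposure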
SIRT5 inh = sirtuin-5 (human) deacylase inhibition; Q9NXA8; Purified SirT5, succinyl-peptide AMC, trypsin-coupled fluorescence; inhibition, % at 15 µM; hit rate 1.1% among 330,000; AID 652115; in the data active means inhibition above about 15%
Target sequence (Q9NXA8 whole entry, looked up): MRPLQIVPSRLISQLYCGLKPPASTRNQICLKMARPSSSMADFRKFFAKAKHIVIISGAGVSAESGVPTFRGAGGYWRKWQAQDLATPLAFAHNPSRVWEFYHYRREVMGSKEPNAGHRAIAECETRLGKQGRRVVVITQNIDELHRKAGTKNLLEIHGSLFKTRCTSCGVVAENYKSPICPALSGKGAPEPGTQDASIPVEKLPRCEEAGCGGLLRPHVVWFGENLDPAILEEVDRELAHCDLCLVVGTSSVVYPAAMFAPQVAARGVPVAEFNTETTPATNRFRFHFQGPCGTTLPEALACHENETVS
miR-122 sensor = miR-122 inhibition in Huh7 cells. Huh7 miR-122 Renilla luciferase sensor, 48 h; neutral wells = 0, positive control = 100. activation (reporter increase), % at 12.5 µM. hit rate 0.3% among 340,000;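 active means mean replicate activation score at least 90 and every replicate individually at or above 90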;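 further: higher luciferase means less miR-122 activity so hits act as miR-122 inhibitors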
Active calls of the source: *; · = no result given; & = joins results of further samples; [ ] = another dose, or the depositor's remark.

SMILES | Cneo AK release | ARNT TACC3 PPI | esBAF inh | ERp5 block | Statin myotox sup | SIRT5 inh | miR-122 sensor
C[C@@H]1CN([C@H](C)CO)C(=O)c2cc(-c3ccccc3)cnc2O[C@@H]1CN(C)Cc1ccccc1 | -1 | -6 | 0 | -1 | 16 | 14 | -7[16.7 µM]
C[C@H]1CN([C@@H](C)CO)C(=O)c2cc(Br)cnc2O[C@H]1CN(C)Cc1ccccc1 | 4 | 4 | -5 | -13 | -10 | 5 | 5[16.7 µM]
C/C(N)=C(/C#N)C(=O)COC(=O)c1oc2ccccc2c1COC(C)C | -1 | -14 | -10 | -1 | 3 | -3 | 6
C[C@@H]1CN([C@H](C)CO)C(=O)c2cc(NC(=O)C3CC3)ccc2O[C@@H]1CN(C)Cc1ccc(Cl)c(Cl)c1 | 4 | 4 | 1 | 1 | 33 | 4 | -9[16.7 µM]
CCC(C)NC(=O)c1ccc([N+](=O)[O-])c(Cl)c1 (stereo unspecified) | 1 | -3 | · | -3 | · | 15 | 7
CC(C)C[C@H]1CNC(=S)N1CC1CCCN1C[C@H](CC(C)C)N1C[C@H](CC(C)C)N(CC2CCCCCC2)C1=S (stereo partly specified) | 6 | -1 | -1 | -2 | -24 | · | -1
O=C(CCN1CCOCC1)NNC(=O)Nc1cccc(C(F)(F)F)c1 | 0 | -7 | -11 | 13 | 1 | -4 | ·
O=S(=O)(c1ccc(S(=O)(=O)N(Cc2ccccc2)Cc2ccco2)cc1)N1CCCC1 | 0 | 9 | 0 | 2 | -49 | -5 | -1
COc1ccc(C(=O)Nc2cccc(NC(=O)c3cccs3)c2)cc1 | -5 | -2 | 31 | -1 | -26 | 10 | ·
O=C(CCCCCNC(=O)c1ccccc1Cl)N/N=C/c1ccco1 | · | -2 | · | 2 | · | 1 | ·
C[C@@H]1CN([C@@H](C)CO)C(=O)c2cccc(NS(=O)(=O)c3cccs3)c2O[C@@H]1CN(C)C(=O)NC1CCCCC1 | -4 | -8 | 3 | 0 | 18 | 6 | 5[16.7 µM]
Cc1ccc(NC(=O)c2ccc(OCC3CCCO3)cc2)cc1Cl (stereo unspecified) | 12 | · | 78* | -5 | -9 | -3 | 0
O=C(COc1ccc(Cl)cc1Br)NC1CC1 | 2 | -50 | 38 | -4 | -2 | -4 | -6
Nc1ncnc(Nc2ccc(F)c(Cl)c2)n1 | 12 | -3 | · | 1 | · | -1 | -11
CC(C)Oc1ccc(C(=O)NC(=S)Nc2ccc(Cl)c(C(=O)O)c2)cc1 | · | -8 | 12 | -1 | 5 | 0 | -5
Cc1ccc2nc(C3CCN(S(=O)(=O)c4ccc5ccccc5c4)CC3)[nH]c2c1 | 6 | -3 | -8 | 1 | -1 | · | -5
CCCC#Cc1ccc2c(c1)O[C@H](CN(C)S(=O)(=O)c1cccc(OC)c1)[C@@H](C)CN([C@H](C)CO)S2(=O)=O | · | · | 7 | · | -32 | · | 42[16.7 µM]
O=C1c2cccc3c([N+](=O)[O-])c(O)cc(c23)C(=O)N1Nc1ccccc1 | 1 | 2 | 11 | 0 | 0 | 2 | -5
CCOC(=O)CSC1=C(C#N)C(c2ccccc2F)C(C(C)=O)=C(C)N1 (stereo unspecified) | 0 | -7 | -5 | 3 | 11 | · | -2
CCCc1cc(=O)[nH]c(SCC(=O)Nc2cc3c(cc2C(C)=O)OCO3)n1 | 10 | 2 | 11 | · | 7 | · | ·
O=C(c1ccc([N+](=O)[O-])cc1[N+](=O)[O-])N1CCCC1 | -1 | -3 | 1 | 7 | -2 | -1 | -8
CCc1csc(N2[C@H](CO)[C@H](c3ccc(-c4cccc(F)c4)cc3)[C@@H]2C#N)n1 | 10 | 32 | -5 | -3 | -30 | -1 | ·
CCCCNC(=O)c1ccc2c(c1)ncn2C1CCCCC1 | 10 | -1 | · | · | · | · | -3
Cc1ccc(NCc2nnc(SCC(=O)c3ccccc3)o2)c(C)c1 | 1 | 7 | -4 | · | -5 | · | 5
CN(C)C(/C=C/Nc1ccc(O)cc1)=C(C#N)C#N | · | -5 | · | 4 | · | 1 | ·
Next part:
SMILES | Cneo AK release | ARNT TACC3 PPI | esBAF inh | ERp5 block | Statin myotox sup | SIRT5 inh | miR-122 sensor
O=C(C1CCN(S(=O)(=O)N2CCOCC2)CC1)N1CCN(c2ccccc2)CC1 | -2 | -1 | 2 | · | 3 | · | -3
Cc1ccc(C)c(NC(=O)c2ccccc2O)c1 | -3 | -3 | 34 | · | · | · | 4
COc1ccc(C(O)c2nc(-c3ccncc3)cs2)cc1 (stereo unspecified) | -3 | · | -13 | 2 | -3 | -2 | -7
CC(=O)C1=C(O)C(=O)N(c2ccc(S(N)(=O)=O)cc2)C1c1ccccc1F (stereo unspecified) | 4 | -11 | -15 | · | 106* | · | -12
CCCCCCn1cc(C(=O)O)c(=O)c2cc(F)c(N3CCN(C(=O)OCC)CC3)cc21 | 1 | 9 | 6 | 5 | 7 | -1 | -10
O=C1C(=O)N(C/C=C/c2ccccc2)c2ccccc21 | 0 | -3 | 8 | -1 | 10 | -3 | ·
CN1CCc2c(OCC(=O)N3N=C(c4cccs4)CC3c3ccc(F)cc3)cccc2C1=O (stereo unspecified) | -1 | -14 | · | 1 | · | -4 | -4
COc1cc(OC)c(CN2CCC(Cc3ccccc3)CC2)cc1Br | 6 | 10 | 0 | 10 | -9 | -2 | 1
CCn1c(Cc2ccccc2)nnc1SCC(=O)Nc1nccs1 | 1 | -3 | 31 | · | 15 | · | 0
C#Cc1ccc([C@@H]2C=C(C(=O)N3CCN(Cc4ccc5c(c4)OCO5)CC3)O[C@H](OCC)[C@H]2CCCO)cc1 | 3&-4 | 9 | -6 | -5&2 | -3 | 5 | -20
CCOC(=O)C1(CCOc2ccccc2)CCN(Cc2cc(OC)c(O)c(OC)c2)CC1 | -1 | 0 | -4 | 3 | 5 | -4 | ·
CCC(C(=O)OC(C)C)c1ccc2ccccc2c1 (stereo unspecified) | -4 | -3 | -6 | 0 | 9 | · | -5
CC1=C(C(=O)OC(C)C)C(c2ccc(Cl)cc2)n2c(s/c(=C\c3ccc(OCC(=O)O)cc3)c2=O)=N1 (stereo unspecified) | -2 | 12 | -2 | 4 | -2 | 13 | -9
O=C(CO/N=C/c1ccc(OC(F)F)cc1)NCc1ccco1 | 2 | 5 | -4 | 2 | 7 | 0 | ·
Cc1cnc(NC(=O)CC2OC(=O)c3ccccc32)s1 (stereo unspecified) | 0 | -5 | · | 2 | · | -1 | ·
CCn1c(=O)c(C(=O)NCc2ccc(Cl)cc2)c(O)c2ccccc21 | -2 | -3 | 12 | 5 | 10 | -1 | -2
CN(C)S(=O)(=O)c1ccc(Cl)c(C(=O)Nc2cccc([N+](=O)[O-])c2)c1 | · | 3 | -1 | 2 | -3 | · | -6
C[C@@H]1CN([C@@H](C)CO)C(=O)c2cccc(NC(=O)C3CCCCC3)c2O[C@@H]1CN(C)C(=O)NC1CCCCC1 | -2&0 | -4&0 | 5&11 | 5&-2 | -3&6 | 3 | -8[16.7 µM]
CCn1nnnc1SCC(=O)c1cc(OC)ccc1OC | -2 | -8 | · | · | · | · | -10
CC(C)CC(=O)NC1(C(F)(F)F)C(=O)N(Cc2ccccc2)C2=C1C(=O)CC(C)(C)C2 (stereo unspecified) | 0 | -7 | 8 | · | -5 | · | 14
Cc1[nH]c2ccccc2c1C(=O)CSc1ccccn1 | -2 | 0 | 27 | 2 | -10 | 1 | 5
CCN(CCCNC(=O)CCn1c(=S)[nH]c2cc3c(cc2c1=O)OCO3)c1cccc(C)c1 | 1 | -2 | -2 | 1 | 6 | 1 | 8
O=C(Nc1ccc(NC(=O)c2ccccc2O)cc1)Nc1ccc(F)cc1F | · | -4 | · | 3 | · | -4 | ·
Cc1noc(C)c1S(=O)(=O)Nc1ccc2c(c1)C(=O)N([C@H](C)CO)C[C@@H](C)[C@H](CN(C)S(=O)(=O)c1cccs1)OCCCC[C@@H](C)O2 | -5 | 5 | -7 | · | -8 | · | 40[16.7 µM]
O=C(c1ccc(CNS(=O)(=O)c2cccc(C(F)(F)F)c2)cc1)N1CCOCC1 | -3 | -3 | 14 | · | 5 | · | 1

A second format for part of the listing above:
Each structure is followed by: Cneo AK release | ARNT TACC3 PPI | esBAF inh | ERp5 block | Statin myotox sup | SIRT5 inh | miR-122 sensor
CCn1c(Cc2ccccc2)nnc1SCC(=O)Nc1nccs1
→ 1 | -3 | 31 | · | 15 | · | 0
C#Cc1ccc([C@@H]2C=C(C(=O)N3CCN(Cc4ccc5c(c4)OCO5)CC3)O[C@H](OCC)[C@H]2CCCO)cc1
→ 3&-4 | 9 | -6 | -5&2 | -3 | 5 | -20
CCOC(=O)C1(CCOc2ccccc2)CCN(Cc2cc(OC)c(O)c(OC)c2)CC1
→ -1 | 0 | -4 | 3 | 5 | -4 | ·
CCC(C(=O)OC(C)C)c1ccc2ccccc2c1 (stereo unspecified)
→ -4 | -3 | -6 | 0 | 9 | · | -5
CC1=C(C(=O)OC(C)C)C(c2ccc(Cl)cc2)n2c(s/c(=C\c3ccc(OCC(=O)O)cc3)c2=O)=N1 (stereo unspecified)
→ -2 | 12 | -2 | 4 | -2 | 13 | -9
O=C(CO/N=C/c1ccc(OC(F)F)cc1)NCc1ccco1
→ 2 | 5 | -4 | 2 | 7 | 0 | ·

More compounds follow:
SMILES | Cneo AK release | ARNT TACC3 PPI | esBAF inh | ERp5 block | Statin myotox sup | SIRT5 inh | miR-122 sensor
C=CCn1c(SCC(=O)O)nc2sc(CC)cc2c1=O | · | -15 | · | -10 | · | 2 | -6
CC1CCCC(C)N1C(=O)COC(=O)c1cc(S(=O)(=O)N2CCOCC2)ccc1Cl (stereo unspecified) | 1 | -2 | · | 3 | 4 | 4 | -3
C[C@H](CO)N1C[C@H](C)[C@@H](CN(C)C(=O)c2cccnc2)Oc2ncc(-c3ccc(F)cc3)cc2C1=O | 0 | -2 | -6 | -4 | -25 | 0 | -6[16.7 µM]
CC(=O)Nc1cccc(-c2ccnc3c2CC(C(=O)NCc2ccc(N4CCN(C)CC4)cc2)O3)c1 (stereo unspecified) | -1 | · | 4 | 0 | 4 | -4 | -5
NS(=O)(=O)c1ccc(CCNC(=O)C(=O)NCC2OCCN2S(=O)(=O)c2ccc(F)cc2)cc1 (stereo unspecified) | 0 | -8 | -8 | 9 | 33 | 3 | 8
CCc1nnc(NC(=O)c2ccc(Br)c(S(=O)(=O)N3CCOCC3)c2)s1 | 0 | -4 | 5 | 2 | 9 | · | ·
Cc1ccc(S(=O)(=O)Nc2ccc3c(c2)C(=O)N([C@H](C)CO)C[C@@H](C)[C@@H](CN(C)C(=O)NC(C)C)OCCCC[C@@H](C)O3)cc1 | -1 | 4 | -8 | -2 | · | 7 | 26[16.7 µM]
CC1CCCCN1C(=O)CSc1nnc(-c2ccc(Cl)s2)o1 (stereo unspecified) | 5 | 5 | 63* | · | -3 | · | -6
COc1nc(NCCc2ccc(OC)c(OC)c2)nc(NC(C)(C)CO)n1 | 1 | -5 | -1 | · | -9 | · | -11
Cc1cc(C(=O)Nc2cccc3c2O[C@H](CN(C)C(=O)Nc2ccccc2)[C@H](C)CN([C@@H](C)CO)C3=O)n(C)n1 | 2 | 4 | -2 | 4 | -6 | 4 | 5[16.7 µM]
Cc1ccc(OCC(=O)N(Cc2ccc(C)o2)C2CCS(=O)(=O)C2)cc1 (stereo unspecified) | 2 | -3 | -5 | 2 | 9 | 11 | -1
COc1ccc(N2CCN(CC(=O)c3ccc(O)c(C)c3O)CC2)cc1 | 0 | 3 | 10 | 3 | 17 | 3 | ·
O=c1ccc(-c2ccccc2)nn1Cc1ccccc1F | 0 | 6 | 17 | 15 | -4 | -3 | -2
CN(C)C(=O)c1c([N+](=O)[O-])ncn1C | 7 | · | -3 | · | 10 | · | 15
Cc1ccc(S(=O)(=O)Nc2ccc3c(c2)C(=O)N([C@H](C)CO)C[C@@H](C)[C@@H](CN(C)Cc2ccccc2)OCCCC[C@H](C)O3)cc1 | 0 | 8 | -4 | · | · | · | -9[16.7 µM]
Cn1c(CNc2nc(-c3ccccc3)cs2)nnc1SCC(=O)OC1CCCCC1 | 0 | 4 | -7 | · | -6 | · | -4
Cc1ccc(N(C(=O)C(F)(F)F)C(C(=O)NC2CCCCC2)c2cccs2)cc1 (stereo unspecified) | 0 | 2 | 5 | · | -41 | · | 6
COc1ccc(-c2cc(C(=O)N/N=C(\C)c3ccco3)c3ccccc3n2)c(OC)c1 | -2 | -13 | -2 | 5 | 0 | -6 | -3
